# CRFR2-BP antag: antagonists of CRF-binding protein/CRF-R2 receptor complex | HEK293 CRF-R2/CRF-BP, CRF-induced calcium fluorescence | inhibition, % at 11.8 µM | 350,000 compounds, 0.59% hits | AID 588475;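 active = inhibition of the ligand-induced calcium signal above about 50% at the single tested concentration, limit read from the data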
# CHRM5 PAM: CHRM5 positive allosteric modulation | P08912 | CHO-K1 hM5, Fluo-8 calcium, ACh EC20 PAM; 0% = ACh EC20, 100% = ACh EC100 | activation, % at 3 µM | 360,000 compounds, 0.3% hits | AID 624038;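 active = activation above the run cutoff, the mean activation of all test compounds plus 3 SD, cut at about 18% in these data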
# Target sequence (P08912 whole entry, looked up): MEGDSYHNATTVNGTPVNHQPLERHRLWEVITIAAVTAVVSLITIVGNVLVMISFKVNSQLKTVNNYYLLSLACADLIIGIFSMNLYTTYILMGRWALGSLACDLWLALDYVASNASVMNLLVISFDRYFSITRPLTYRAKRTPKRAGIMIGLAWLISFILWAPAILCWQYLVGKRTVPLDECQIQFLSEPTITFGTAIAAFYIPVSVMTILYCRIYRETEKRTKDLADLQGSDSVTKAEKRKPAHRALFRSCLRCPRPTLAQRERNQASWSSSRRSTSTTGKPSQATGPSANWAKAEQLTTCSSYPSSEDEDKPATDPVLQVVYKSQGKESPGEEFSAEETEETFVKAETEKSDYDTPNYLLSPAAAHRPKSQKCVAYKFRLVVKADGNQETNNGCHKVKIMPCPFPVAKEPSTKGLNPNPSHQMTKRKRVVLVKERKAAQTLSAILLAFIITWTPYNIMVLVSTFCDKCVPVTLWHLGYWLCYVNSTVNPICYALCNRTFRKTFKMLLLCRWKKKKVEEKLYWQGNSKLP
#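 Assay system – human M5 receptor in CHO-K1 cells · Read-out – % activation, ACh-normalized · Technique – Fluo-8 calcium fluorescence · Dosing – single-point, 3 µM nominal · Incubation – Fluo-8 loading 80 min at 37 °C plus 30 min room temperature · Repeats – singlicate, one well per test compound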
# CRFBP-R2 agonist: CRF-BP/CRF-R2 complex agonism; 350,000 compounds, 0.46% hits; HEK293 CRF-R2/CRF-BP, calcium dye fluorescence (FLIPR); percent of saturating CRF peptide response; activation, % at 13.2 µM;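 active = activation of at least 50%, plus an integration ratio under a set limit after plate pattern correction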;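 also: plate controls were neutral control wells without compound for no effect and CRF at EC100 for full effect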
# M5 ag: CHRM5 agonism in calcium assay; P08912; CHO-K1 hM5 cells, Fluo-8 calcium fluorescence; 0% DMSO wells, 100% maximal acetylcholine response; activation, % at 3 µM; 360,000 compounds, 0.19% hits;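 active = activation above the run's mean over test compounds plus 3 SD, cut at about 23% in these data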;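 also: signal is peak over basal fluorescence ratio across the kinetic read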
# M4 antag: blocks acetylcholine activation of human M4 receptor | inhibition, % at 3 µM | 360,000 compounds, 0.73% hits | P08173 | CHO-hM4 cells, ACh EC80, Fluo-8 calcium fluorescence;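 active = inhibition above its plate's cutoff, the mean inhibition of sample wells plus 3 SD, cut at about 27% in these data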;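 also: 0% = acetylcholine EC80 with DMSO and 100% = DMSO without agonist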
# Target sequence (P08173 whole entry, looked up): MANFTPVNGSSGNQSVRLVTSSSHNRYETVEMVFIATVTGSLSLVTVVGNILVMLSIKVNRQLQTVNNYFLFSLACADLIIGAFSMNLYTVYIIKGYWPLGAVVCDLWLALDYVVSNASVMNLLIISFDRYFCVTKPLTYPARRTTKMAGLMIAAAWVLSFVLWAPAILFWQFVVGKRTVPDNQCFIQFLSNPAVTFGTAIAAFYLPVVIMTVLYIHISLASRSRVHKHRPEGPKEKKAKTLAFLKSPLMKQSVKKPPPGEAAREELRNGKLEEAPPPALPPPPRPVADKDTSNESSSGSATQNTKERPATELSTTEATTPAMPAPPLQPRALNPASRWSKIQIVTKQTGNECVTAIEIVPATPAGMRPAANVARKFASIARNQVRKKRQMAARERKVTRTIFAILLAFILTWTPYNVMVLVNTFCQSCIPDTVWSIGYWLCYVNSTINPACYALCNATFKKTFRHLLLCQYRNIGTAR
# CHRM4 agonist: agonists of human muscarinic M4 receptor (CHRM4) | P08173 | CHO-K1 hM4/Gqi5, Fluo-8 calcium fluorescence; vehicle 0%, full acetylcholine response 100% | activation, % at 3 µM | 360,000 compounds, 0.14% hits | AID 624127;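 active = activation above the run mean over all test wells plus 3 SD, cut at about 32% in these data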;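 also: peak over basal fluorescence ratio per well then scaled between controls; 0% = DMSO wells and 100% = acetylcholine at EC100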
# CHRM4 PAM: CHRM4 positive allosteric modulation | P08173 | CHO-K1 hM4/Gqi5, Fluo-8 calcium fluorescence, ACh EC20; 0% = ACh EC20, 100% = maximal ACh | activation, % at 3 µM | 360,000 compounds, 0.4% hits;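 active = activation above its plate's cutoff, the mean activation of sample wells plus 3 SD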; also: some results filed as inactive read as strong as hits
# CHRM5 antagonist: blocks acetylcholine activation of human M5 receptor | P08912 | CHO-hM5 cells, Fluo-8 calcium fluorescence, ACh EC80 | inhibition, % at 3 µM | 360,000 compounds, 0.59% hits;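 active = inhibition above a per-plate cutoff, the mean of that plate's test compounds plus 3 SD, cut at about 27% in these data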;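 also: 0% = acetylcholine EC80 with DMSO and 100% = DMSO without agonist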
# IDE cell inh: inhibitors of human insulin-degrading enzyme in cells; P14735; HEK cells, FAbetaB cleavage, fluorescence polarization; inhibition, % at 5.59 µM; 320,000 compounds, 0.41% hits; AID 434962;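 active = percent inhibition above the average of all tested compounds plus 3 SD, set per screening campaign, cut at about 16% in these data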;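 also: IDE supplied by intact live HEK cells; FP after avidin binding of uncleaved biotin substrate so inhibition keeps polarization high; 0% = DMSO wells and 100% = 60 µM reference IDE inhibitor Ii1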
# * marks the source's active call; other numbers are inactive results; x = not tested or not shown.
SMILES,CRFR2-BP antag,CHRM5 PAM,CRFBP-R2 agonist,M5 ag,M4 antag,CHRM4 agonist,CHRM4 PAM,CHRM5 antagonist,IDE cell inh
Oc1ccc(C[C@@H](CN2CCCC2CN2C(=S)NC[C@@H]2Cc2ccccc2)N2C[C@H](Cc3ccccc3)N(CC3CCCCCC3)C2=S)cc1 (stereo partly specified),x,-2,x,0,-2,0,-2,-6,x
COc1ccc2c(c1OC)C(=O)N(c1ccc(C)c(C)c1)C2=O,-3,-1,-0.5,-1,2,1,-3,-1,2
O=C(Nc1cccc(C(F)(F)F)c1)c1ccc(-n2cncn2)nc1,11,0,-2.7,0,-5,6,16,5,5
C=CCOC(=O)C1=C[C@H](C2CCCCC2)[C@@H](CCCO)[C@H](OCC)O1,-6,-10,3.1,4,-10,10,2,9,-1
COc1ccc(C2CC(=O)N3CN(Cc4ccco4)CSC3=C2C#N)cc1 (stereo unspecified),9,-2,-1.1,-1,0,0,1,4,2
Fc1ccc(C2CC(c3ccco3)=Nc3ccccc3S2)cc1 (stereo unspecified),0,-2,-0.9,3,1,4,0,-4,6
CCN(CC)CCN(C(=O)c1ccc2c(c1)CCCC2)c1nc2ccc(OC)cc2s1,-7,2,-0.3,-7,-10,-2,0,-2,6
CO/N=C(\C)c1ncc(C(F)(F)F)cc1N1CCOCC1,5,3,-0.1,-5,-5,0,7,-6,-1
CCCCCC(=O)Nc1cccc(C2=NOC3(C2)C[C@H](C(N)=O)N(C(=O)[C@H]2CCC(=O)N2)C3)c1 (stereo partly specified),7,-1,-1.9,-1,8,2,-2,12,2
COc1ccccc1/C=N/NC(=O)C(NC(=O)c1ccccc1)=C(C)C,-20,9,-2.8,0,3,1,6,-3,2
COc1cccc(NC(=O)CN(C)C(=O)C(Sc2ccccc2)c2ccccc2)c1 (stereo unspecified),6,-5,-0.3,1,-6,9,4,0,x
COc1ccc(CN(C)C[C@H]2OCCCC[C@@H](C)Oc3ccc(NC(=O)c4ccccc4)cc3C(=O)N([C@H](C)CO)C[C@@H]2C)cc1,-8,-1,4.2,1,1,0,1,1,x
COc1ccc(C(=O)NC2(C(F)(F)F)NC(=O)N(CCCc3ccccc3)C2=O)c(OC)c1OC (stereo unspecified),-8,-5,-0.2,-3,7,4,-16,-6,-1
Cc1cc2oc(C(=O)NCc3ccccc3)cc(=O)c2cc1C,-21,-22,-1.9,-8,98*,1,-18,97*,1
CC(C)CCOc1ccc(NC(=O)C2OC3OC(C)(C)OC3C3OC(C)(C)OC23)cc1 (stereo unspecified),23,-1,-1.3,-5,-8,1,-1,8,-1
CCOc1ccccc1CNCCN1CCOCC1,-4,-1,-0.5,1,1,0,4,-6,1
Cc1ccc2c(c1)CN1CN2Cc2cc(C)ccc21,-2,7,-1.0,-3,-1,-1,-3,-12,-1
Cc1ccc(SCCC(=O)Nc2ccc(Br)c(C)c2)cc1,9,-7,1.9,-5,-6,2,-8,-3,1
COc1ccc(OCCNC(=O)/C=C/c2ccc([N+](=O)[O-])cc2)cc1,21,-7,-0.1,0,5,2,6,-2,2
O=S(=O)(c1cc(F)ccc1F)N1CCC2(CC1)OCCN2S(=O)(=O)c1ccccc1,2,-12,4.3,6,-12,13,1,0,3

# Record cards, as listed above.
# COc1ccc(OCCNC(=O)/C=C/c2ccc([N+](=O)[O-])cc2)cc1 in the list: CRFR2-BP antag: 21; CHRM5 PAM: -7; CRFBP-R2 agonist: -0.1; M5 ag: 0; M4 antag: 5; CHRM4 agonist: 2; CHRM4 PAM: 6; CHRM5 antagonist: -2; IDE cell inh: 2
# COc1cccc(NC(=O)CN(C)C(=O)C(Sc2ccccc2)c2ccccc2)c1 (stereo unspecified) in the list: CRFR2-BP antag: 6; CHRM5 PAM: -5; CRFBP-R2 agonist: -0.3; M5 ag: 1; M4 antag: -6; CHRM4 agonist: 9; CHRM4 PAM: 4; CHRM5 antagonist: 0; IDE cell inh: x

# Remaining list, next part
SMILES,CRFR2-BP antag,CHRM5 PAM,CRFBP-R2 agonist,M5 ag,M4 antag,CHRM4 agonist,CHRM4 PAM,CHRM5 antagonist,IDE cell inh
O=C(c1cccc2ccccc12)N1CCN(c2ccc([N+](=O)[O-])c(NCc3ccco3)c2)CC1,18,-3,0.2,-1,2,1,-7,2,-1
CN1CCN(S(=O)(=O)c2ccc(N(C)Cc3ccc(C(F)(F)F)cc3)c([N+](=O)[O-])c2)CC1,-21,-14,0.6,4,12,9,-4,16,-1
Cc1cccc(-n2c(C)cc(/C=C3/C(=N)N4C(c5ccccc5)=CSC4=NC3=O)c2C)c1,-5,1,5.6,0,1,1,6,3,1
N#Cc1c2c(c(NCCCN3CCOCC3)n3c1nc1ccccc13)CCC2,15,-4,3.1,-1,8,0,-3,5,6
Cc1sc2ncnc(N3CCC(C(=O)Nc4cc(C(F)(F)F)ccc4OCC(F)(F)F)CC3)c2c1C,-1,-12,1.1,-8,19,-1,-5,16,x
Cc1cccc(C(=O)NCCC(=O)NCc2ccccc2Cl)c1,-2,-4,0.3,-3,12,1,-1,10,6
COc1cccc(-c2cc(C(=O)O)[nH]n2)c1,2,-3,0.2,0,14,1,5,-3,-1
Cc1cc(C)c(S(=O)(=O)Cc2ccccc2)c(Cl)n1,-4,-5,-0.7,-1,-10,2,-7,1,4
O=C(NCCN1C(=O)S/C(=C\c2ccccc2)C1=O)c1cc(S(=O)(=O)N2CCOCC2)c(Cl)cc1Cl,8,-13,2.4,3,12,13,-4,3,6
C=CCNC(=O)CSc1nc2sc3c(c2c(=O)n1CCC)CCC3,4,-5,-1.1,-6,-6,1,7,4,2
O=C(Nc1ccc2c(c1)oc1ccccc12)c1cccnc1,-10,-4,-0.2,-4,-7,5,6,1,6
C=CC(C)(C)c1c2occc2c(O)c2ccc(=O)oc12,16,-2,24,9,-6,13,5,3,0
O=C(NNS(=O)(=O)c1ccc(Br)cc1)NC1CCCCC1,-29,1,0.6,0,0,4,19,-2,1
CC(C)(C)c1ccccc1NC(=O)Nc1nc(C(N)c2ccccc2Cl)cs1 (stereo unspecified),x,3,x,4,-15,6,13,-6,x
O=C(Cn1c(=O)oc2cc(S(=O)(=O)N3CCCC3)ccc21)NCc1ccc(F)cc1,-6,-1,1.9,3,6,2,0,-1,-1
CCN(CC(=O)Nc1c(F)cccc1F)C(=O)Cc1n[nH]c(=O)c2ccccc12,-7,4,0.6,0,-17,0,8,-1,-3
CCC1=NC(c2ccc(OC)c(OC)c2)N(O)C1(C)C (stereo unspecified),-9,0,-1.9,0,-2,1,-3,-2,4
O=C(Nc1nccs1)[C@@H]1CC=C[C@@H]2CCN(Cc3ccccc3)C(=O)[C@@H]21,-1,3,-1.1,-2,-18,1,5,6,7
COc1ccc(-c2[nH]nc3nc(N4CCN(C(=O)c5ccoc5)CC4)cc(C(F)(F)F)c23)cc1,-17,-6,-0.5,6,7,19,-11,10,x
N#Cc1cccc(NC(=O)COC(=O)c2cc(S(=O)(=O)Nc3ccccc3Cl)ccc2O)c1,32,-26,47,14,-6,19,-4,10,-4
CC(=O)Nc1ccc(C(=O)Nc2ccc(S(=O)(=O)Nc3nccc(C)n3)cc2)cc1,-2,4,-0.1,-1,4,0,-1,8,1
Cc1nnc(SCc2cccc(Oc3ccccc3)c2)n1N,23,0,-1.6,-1,-3,1,4,-4,6
COc1ccc(N(C(=O)C(C)C)S(=O)(=O)c2cccc3cccnc23)cc1,3,-4,-2.4,-3,-10,1,9,-2,1
CN(C)c1ccc(-c2nnn(CC(=O)N3c4ccccc4CCc4ccccc43)n2)cc1,24,5,-0.1,1,-2,1,12,5,-3
O=C(NCC1CCCO1)c1cc2c([nH]c3ccccc32)c(-c2ccc(F)cc2)n1 (stereo unspecified),-15,-21,0.8,2,15,19,-11,21,-3
CC(=O)N1CCC(=O)Nc2ccc([N+](=O)[O-])cc21,-5,-8,-2.5,-3,-2,2,-1,13,9
COc1ccc(C(=O)Nc2ccccc2-c2nnn(CC(=O)N3CCOCC3)n2)cc1,-3,-6,9.9,-1,-9,2,4,1,-1
CC(C)OC(=O)c1ccc(NC(=O)c2ccccc2)cc1,-63,-3,9.0,-1,-2,5,-5,1,2
COc1ccccc1Cn1c(=S)[nH]c2cc(C(=O)NC(C)C)ccc2c1=O,-5,-2,1.4,0,12,1,-4,7,x
N#CCCn1cc(C(=O)CN2C(=O)NC3(CCCCCC3)C2=O)c2ccccc21,-14,9,1.6,2,-2,3,17,7,-6
Cc1cc(C)cc(NC(=S)NC(=O)C2CC2)c1,3,0,-1.5,-4,-4,-1,3,3,4
CCCc1cc(CCC)n2nc(N)nc2n1,6,-2,6.0,0,-8,-1,0,7,x
COc1ccccc1NC(=O)c1ccc(NC(=O)COC(=O)CC(NC(=O)c2ccccc2Cl)c2ccccc2)cc1 (stereo unspecified),-3,-11,1.1,-1,-9,8,-10,-1,-2
Cc1cc(NC(=O)CCC(=O)N(CC(C)C)C(C(=O)NC(C)(C)C)c2ccccc2Cl)no1 (stereo unspecified),-5,2,-0.8,-3,-18,1,3,5,4
C[C@H]1CN([C@@H](C)CO)S(=O)(=O)c2ccc(Br)cc2O[C@@H]1CN(C)C(=O)Cc1cccnc1,-1,0,0.3,0,-10,0,8,9,x
COC(OC)c1ccnc(-c2ccc(OC(C)=O)cc2)n1,-5,-1,0.7,4,4,1,-4,4,3
O=C(O/N=C\c1ccc(N2CCOCC2)c([N+](=O)[O-])c1)c1ccc(F)cc1,19,-5,-2.2,-3,7,2,15,-2,10
O=S(=O)(Nc1ccc2cn[nH]c2c1)c1cc(Br)ccc1Br,25,0,-0.2,2,-6,3,-1,-2,2
CCOC(=O)C(C)S(=O)(=O)c1ccc(C(F)(F)F)cn1 (stereo unspecified),-14,-2,-0.2,1,-1,0,0,-4,-5
Cc1c(C(C)C)c(=O)n(-c2ccc(S(=O)(=O)N3CCOCC3)cc2)n1C,-2,-2,-1.4,-2,0,2,3,-5,2
CSc1ccc(/C=c2\s/c(=C\C(=O)C(C)(C)C)n(CC(=O)NCCC3=CCCCC3)c2=O)cc1,-53,0,34,0,3,3,9,-9,0
COc1cc(N/C=C2\CC(=O)NC(C)=C2C#N)cc(OC)c1OC,3,-7,6.7,5,9,10,-9,6,5
Cc1ccc(-c2nc3cccnc3s2)cc1NS(=O)(=O)c1ccc2c(c1)OCCO2,39,-11,-1.2,2,-7,8,-4,-2,2
O=C(CNS(=O)(=O)c1ccccc1)NCc1ccco1,-8,0,-0.8,2,-1,1,-5,8,9
CN(CC(=O)Nc1cccc(F)c1)C(=O)c1cccc(-n2cccc2)c1,-8,-1,1.2,-3,-9,2,4,2,1
c1ccc(N/N=C(\Cc2ncc[nH]2)c2ccccc2)cc1,5,0,-0.3,6,-6,2,7,0,-3
COc1ccc(C2C(C(=O)Nc3ccc(OC)c(OC)c3)c3ccccc3C(=O)N2C)cc1 (stereo unspecified),22,8,-5.9,0,2,1,-2,1,4
CC(C)(C)OC(=O)[C@H](Cc1ccccc1)NC(=O)c1[nH]cnc1C(=O)Nc1ccccc1F,-10,0,7.4,1,-1,0,3,-2,x
CC(C)CC(=O)Nc1ccc2c(c1)OCO2,17,-19,-2.6,3,5,16,-13,22,3
O=C(CN1C(=O)C2C3C=CC(C3)C2C1=O)NCc1ccc2c(c1)OCO2 (stereo unspecified),-2,0,-1.7,-8,11,0,0,2,10
N#Cc1nc(-c2ccccc2F)oc1NC1CCCCC1,-10,-4,-1.3,-3,1,-2,-2,5,-2

# Bioassay records as filed in PubChem BioAssay.
